Source: PubChem (Broad Institute)
F508del corr: CFTR F508del correction in bronchial cells. CFBE cells, YFP halide quenching; stimulated with forskolin plus potentiator P3; % fluorescence drop versus neutral controls. activity (quench increase), % at 7.58 µM. 350,000 compounds, 0.36% hits. AID 720511;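 active = mean added fluorescence quench of at least 8% versus neutral control, with both replicates also reaching 8%; inconclusive = only one of the mean or replicate conditions met; inactive = mean below 8% and not both replicates reaching 8%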;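 also: cells transiently co-express mutant CFTR-F508del with the halide-sensitive YFP; corrector assay measuring rescue of mutant channel to the surface after 24 h compound exposure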
SIRT5 block: inhibitors of human sirtuin-5 desuccinylase; Q9NXA8; AID 652115; 330,000 compounds, 1.1% hits; inhibition, % at 15 µM; Purified SirT5, succinyl-peptide AMC, trypsin-coupled fluorescence; in the data active = inhibition above about 15%; inconclusive = no clear call, values can overlap the other calls
ERAP1 inh: blocks human ERAP1 aminopeptidase activity; Q9NZ08; recombinant ERAP1, Leu-AMC fluorescence, 60 min; inhibition, % at 10.7 µM; 340,000 compounds, 0.15% hits;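 active = mean replicate inhibition of at least 30%, or all replicates individually reaching that 30% level; inactive = mean below 30% and not every replicate reaching it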;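 also: 0% = neutral control wells and 100% = L-leucinethiol positive control wells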
Target sequence (Q9NZ08 whole entry, looked up): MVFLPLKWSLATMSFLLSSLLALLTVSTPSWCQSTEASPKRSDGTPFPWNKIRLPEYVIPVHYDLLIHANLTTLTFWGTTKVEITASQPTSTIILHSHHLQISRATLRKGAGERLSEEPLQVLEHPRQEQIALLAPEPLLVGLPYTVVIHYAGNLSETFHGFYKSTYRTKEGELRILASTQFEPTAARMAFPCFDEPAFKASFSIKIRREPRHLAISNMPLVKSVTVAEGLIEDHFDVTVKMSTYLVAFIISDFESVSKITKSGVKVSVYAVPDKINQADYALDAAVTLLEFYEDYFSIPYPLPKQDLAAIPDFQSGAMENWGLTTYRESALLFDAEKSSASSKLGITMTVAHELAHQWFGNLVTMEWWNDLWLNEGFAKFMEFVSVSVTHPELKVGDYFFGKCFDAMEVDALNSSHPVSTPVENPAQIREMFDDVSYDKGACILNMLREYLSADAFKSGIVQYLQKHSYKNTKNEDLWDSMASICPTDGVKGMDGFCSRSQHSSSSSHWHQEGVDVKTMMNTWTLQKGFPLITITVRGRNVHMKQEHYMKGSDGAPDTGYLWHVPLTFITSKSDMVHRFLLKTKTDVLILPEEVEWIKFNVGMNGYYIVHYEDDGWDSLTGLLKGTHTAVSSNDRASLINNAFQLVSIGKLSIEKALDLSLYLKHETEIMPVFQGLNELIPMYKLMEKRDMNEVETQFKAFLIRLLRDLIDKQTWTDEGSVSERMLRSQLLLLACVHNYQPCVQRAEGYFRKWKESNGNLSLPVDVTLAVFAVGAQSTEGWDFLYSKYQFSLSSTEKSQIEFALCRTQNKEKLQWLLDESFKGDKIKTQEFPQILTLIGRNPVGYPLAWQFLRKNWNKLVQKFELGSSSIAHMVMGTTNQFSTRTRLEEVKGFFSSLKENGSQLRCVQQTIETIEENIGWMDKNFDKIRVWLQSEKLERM
Casp6 inh: blocks human caspase-6 cleavage activity; P55212; purified caspase-6, Z-VEID-R110 cleavage fluorescence; inhibition, % at 12.5 µM; 350,000 compounds, 0.53% hits; AID 686996;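 active = mean inhibition across replicates at least about 35%, with every replicate also reaching that limit, limit read from the data; inconclusive = only one of the two criteria met; inactive = neither criterion met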;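 also: 0% = median of neutral control wells and 100% = no fluorescence left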
miR-122 sensor: inhibitors of miR-122 in Huh7 cells; AID 602342; activation (reporter increase), % at 12.5 µM; Huh7 miR-122 Renilla luciferase sensor, 48 h; neutral wells = 0, positive control = 100; 340,000 compounds, 0.3% hits;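 active = mean replicate activation score at least 90 and every replicate individually at or above 90; inconclusive = only one of the two criteria met; inactive = neither criterion met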;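 also: higher luciferase means less miR-122 activity so hits act as miR-122 inhibitors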
ERp5 block: inhibitors of human ERp5. 350,000 compounds, 0.05% hits. inhibition, % at 9.99 µM. ERp5 insulin aggregation, absorbance 650 nm, 90 min;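 active = mean replicate inhibition above about 25%, with every replicate also reaching it, limit read from the data, passing the limit was not always enough; inconclusive = only one of those two criteria met; inactive = neither criterion met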
DENV2 CPE: protects cells from dengue virus 2 cytopathic effect. CPE inhibition, % at 9.99 µM. DENV2-infected cells, cytopathic effect rescue, plate reader. 350,000 compounds, 1.7% hits; in the data active = CPE inhibition above about 20%, passing the limit was not always enough; inconclusive = no clear call, values can overlap the other calls; tested in BHK-21 cells;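 also: 0% = median of neutral control wells and 100% = median of positive control wells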
* marks the source's active call; other numbers are inactive results; ? = inconclusive; nt = no result given; [ ] = dose if it differs, or a comment.

F508del corr	SIRT5 block	Structure	ERAP1 inh	Casp6 inh	miR-122 sensor	ERp5 block	DENV2 CPE
0.7	-1.0	COC(=O)c1ccc(N2CCN(C)CC2)c(NC(=O)COc2ccccc2)c1	-0.1	6.9	0.6	3.4	-0.6
-1.1	-5.8	CCC(C)NC(=O)CNC(=O)c1nn(-c2ccc(OC)c(Cl)c2)c(=O)c2ccccc12 (stereo not given)	16.2	4.2	nt	11.7	0.3
0.8	1.5	COc1cccc(S(=O)(=O)Nc2ccc3c(c2)[C@@H]2C[C@@H](CC(=O)NCC(F)(F)F)O[C@@H](CO)[C@@H]2O3)c1	-0.3	-1.2	-0.1[16.7 µM]	-7.2	3.5
4.0	1.8	CC(C)(C)c1ccc(C(O)c2ncc(-c3cccc(F)c3)[nH]2)cc1 (stereo not given)	4.2	-1.5	6.2	-0.4	0.1
-0.3	-1.7	COc1ccc2c3c([nH]c2c1)[C@@H](CO)N(C(=O)NC(C)C)CC31CN(C(=O)C2CCCC2)C1	3.7	-0.5	nt	-5.0	-1.0
-3.8	0.2	COC(=O)C1=C(C)N(C)C(=O)NC1c1cccc2ccccc12 (stereo not given)	-3.7	-1.0	-8.9	1.8	0.9
-2.5	-0.2	CC(=O)c1ccc(S(=O)(=O)NCCCC(=O)N(C)Cc2ccc3c(c2)OCO3)cc1	-2.9	8.2	0.8	7.2	-5.9
1.6	5.9	CCCN(C)C[C@@H]1Oc2ncc(Br)cc2C(=O)N([C@H](C)CO)C[C@H]1C	-1.2	-4.2	0.5[16.7 µM]	-10.2	-5.8
0.4	-1.9	CCn1c2ccccc2c2cc([N+](=O)[O-])ccc21	8.7	-0.1	nt	?	nt
nt	-8.9	O=C([C@H]1[C@H](CO)[C@H]2Cn3c(ccc(-c4ccncc4)c3=O)[C@H]2N1Cc1cocn1)N1CCCCC1	12.0	1.6	nt	-2.5	-5.6
-1.1	-2.2	C[C@H](CO)N1C[C@H](C)[C@H](CN(C)C(=O)Nc2ccc3c(c2)OCO3)Oc2ncc(-c3cncnc3)cc2C1=O	0.1	-0.7	-6.3[16.7 µM]	-2.0	2.3
0.0	9.1	CCC(=O)Nc1ccc2c(c1)OC[C@H](C)N(Cc1ccccc1OC)C[C@@H](C)[C@@H](OC)CN(C)C2=O	-0.4	-0.8	nt	-3.5	-4.5

F508del corr	SIRT5 block	Structure	ERAP1 inh	Casp6 inh	miR-122 sensor	ERp5 block	DENV2 CPE
2.7	1.8	CCOc1ccc(NC(=O)CN(C)C(=O)c2cc([N+](=O)[O-])ccc2N2CCCCC2)cc1OCC	0.6	4.6	-3.5	-0.7	-2.8
-0.5	-4.2	Cn1nc(-c2ccccc2)c(C#N)c1Sc1cccc(Cl)c1	-0.4	1.6	-3.7	11.3	0.5
-2.7	11.2	c1ccc(OCCN2CCOCC2)cc1	-0.5	-3.8	-0.8	-0.7	8.6
-3.9	0.4	CC(=O)Nc1ccc(NC(=O)CSc2nnc3ccc(-c4cccnc4)nn23)cc1	-1.2	5.6	nt	-7.7	7.6
-3.5	6.3	NS(=O)(=O)c1ccc(NC(=O)COc2ccc(C(=O)c3ccc(F)cc3)cc2)cc1	8.6	-4.3	-17.8	5.7	-1.0
-1.0	-3.9	COC(=O)c1c(Sc2ccccc2)c2ccccc2n1C	7.7	0.2	-2.2	-0.4	6.0
-0.7	-1.1	COc1ccc(NC(=O)NCCN2CCN(c3ccc(C)cc3)CC2)c(Cl)c1	-2.6	-3.0	-3.9	0.0	11.5
1.8	-4.6	COc1ccc(NS(=O)(=O)c2c(C)[nH]c(=O)[nH]c2=O)cc1OC	2.3	-3.9	-1.7	2.4	3.6
-0.9	0.9	CN(C)CC#Cc1ccc([C@H]2[C@H]3CN(C(=O)c4ccc(F)cc4)CC(=O)N3[C@H]2CO)cc1	-3.0	0.0	nt	3.3	-4.3
0.0	0.7	COC(=O)c1ccccc1NC(=O)Cn1cnc([N+](=O)[O-])c1	-1.0	-1.9	-2.6	3.7	2.0
2.3	3.2	Cc1noc(C)c1NC(=O)N(C)C[C@@H]1Oc2ccc(NC(=O)NC(C)C)cc2CC(=O)N([C@H](C)CO)C[C@@H]1C	-1.8	-0.2	-0.9[16.7 µM]	-0.6	2.1
-1.6	-1.2	NC(=O)COc1ncnc2scc(-c3ccc(F)cc3)c12	-1.0	1.9	nt	-8.3	-3.2

F508del corr	SIRT5 block	Structure	ERAP1 inh	Casp6 inh	miR-122 sensor	ERp5 block	DENV2 CPE
nt	-2.8	Cc1ccc(S(=O)(=O)N2CCC[C@H]2C(=O)Nc2ccccc2C)cc1	-5.7	-3.6	-4.4	-5.1	-9.2
1.2	1.4	O=C(O)c1ccccc1C(=O)Nc1ccc(-n2nc(C(F)(F)F)cc2C(F)(F)F)cc1	nt	1.9	-4.2	3.9	-3.7
1.3	-1.8	NC(=O)C1CCN(c2ccc(S(=O)(=O)N3CCCCC3)cn2)CC1	1.6	1.2	nt	3.9	-3.3
0.1	-3.0	Cc1ccc(N(CC(O)CN2CCCCC2)S(=O)(=O)c2ccc(C)cc2)cc1 (stereo not given)	-0.7	-3.5	-2.7	-0.4	18.0
-3.7	-1.9	O=C1CCN(c2ncccc2[N+](=O)[O-])CC1	0.3	1.0	nt	3.3	17.3
-0.3	-4.4	CC(=O)c1cccc(N(C(=O)c2ccco2)C(C(=O)NC2CCCCC2)c2ccc(C)o2)c1 (stereo not given)	2.0	-2.1	-4.4	-3.4	8.2
-2.6	-1.4	C[C@@H]1CN([C@H](C)CO)C(=O)c2cc(NC(=O)Nc3ccc4c(c3)OCO4)ccc2O[C@@H](C)CCCCO[C@H]1CN(C)S(=O)(=O)c1ccccc1	2.3	3.2	-6.6[16.7 µM]	-4.4	2.3
5.0	-5.9	COc1ccc(C)cc1NC(=O)C(CCS(C)(=O)=O)NC(C)=O (stereo not given)	3.9	0.9	2.1	-3.0	5.5
-0.6	-6.6	C[C@@H]1CN([C@@H](C)CO)C(=O)c2cc(NC(=O)C3CCCCC3)ccc2O[C@@H]1CN(C)Cc1ccncc1	-2.7	-0.5	10.0[16.7 µM]	-2.4	7.5
-1.1	0.5	C[C@H]1CN([C@@H](C)CO)S(=O)(=O)c2ccc(-c3ccccc3F)cc2O[C@@H]1CN(C)C(=O)C1CC1	-2.3	-3.2	9.5[16.7 µM]	12.0	-2.8
nt	-4.3	Cc1ccc(-n2c3c(c(=O)[nH]c2=O)C(C(F)(F)F)(C(F)(F)F)NC(=O)N3)cc1	-3.2	0.3	0.8	0.2	nt
-2.9	-2.8	CCOC(=O)c1c(C)[nH]c(C)c1S(=O)(=O)NCCc1ccc(SC)cc1	-3.8	-0.3	?	-10.8	0.4

F508del corr	SIRT5 block	Structure	ERAP1 inh	Casp6 inh	miR-122 sensor	ERp5 block	DENV2 CPE
-2.9	-1.4	O=C(O)CCC(=NNC(=O)c1cccc(S(=O)(=O)N2CCCCC2)c1)c1ccccc1	0.4	-0.6	-0.6	1.2	-6.1
0.3	-3.6	C[C@@H]1CN([C@@H](C)CO)S(=O)(=O)c2ccc(Br)cc2O[C@@H]1CN(C)C(=O)CN(C)C	-0.1	-2.0	2.5[16.7 µM]	2.2	2.7
1.8	-4.0	O=C(COc1cc2oc(=O)c3c(c2cc1Cl)CCC3)Nc1cccnc1	-4.0	2.0	2.0	2.0	?
-1.0	-1.6	CCN(CC)S(=O)(=O)c1cccc(NC(=O)COC(=O)c2[nH]c(C)c(C(C)=O)c2C)c1	-3.2	-1.9	-4.1	0.8	-6.0
-4.2	0.3	CC1(C)C(=O)C2(CCCCC2)C(=O)OC1c1ccc(O)cc1 (stereo not given)	4.9	-1.8	9.8	-2.8	12.0
-0.5	1.0	Cc1ccc(-n2c(CNc3ccc(C)c(Cl)c3)n[nH]c2=S)cc1	-6.0	8.5	6.8	3.4	-4.6
-1.1	-0.6	O=C(NCCN1CCOC1=O)C1CCC(=O)N(CCc2ccc(Cl)cc2)C1 (stereo not given)	3.9	-0.7	nt	-6.5	-0.5
0.1	-4.8	C(=N\Nc1nncc2ccccc12)/c1ccccc1	-0.9	-0.4	nt	-1.5	-8.5
-1.2	6.4	CN1CCCCCC1C(=O)N1CCC(N2CCC(C(=O)N3CCOCC3)CC2)CC1 (stereo not given)	-1.0	-47.2	-2.3	6.8	1.1
-0.6	-2.2	C[C@@H]1CN([C@@H](C)CO)C(=O)c2cccc(NC(=O)c3ccncc3)c2O[C@@H]1CN(C)Cc1ccc(Oc2ccccc2)cc1	-0.1	-0.8	-2.4[16.7 µM]	-7.4	-0.5
1.4	3.2	COc1cc(OC)cc(C(=O)N[C@H](C(=O)Nc2nc(-c3ccc(OC)c(OC)c3)cs2)C(C)C)c1	-0.3	-0.2	-1.2	-0.7	-5.4
-4.2	-2.4	CC(C)NC(=O)N(C)C[C@@H]1Oc2ccc(NS(=O)(=O)c3cn(C)cn3)cc2C(=O)N([C@H](C)CO)C[C@H]1C	2.8	-1.0	-4.7[16.7 µM]	-2.0	-4.0

In a second layout: results already given.
> Cn1nc(-c2ccccc2)c(C#N)c1Sc1cccc(Cl)c1
  F508del corr: -0.5
  SIRT5 block: -4.2
  ERAP1 inh: -0.4
  Casp6 inh: 1.6
  miR-122 sensor: -3.7
  ERp5 block: 11.3
  DENV2 CPE: 0.5

> c1ccc(OCCN2CCOCC2)cc1
  F508del corr: -2.7
  SIRT5 block: 11.2
  ERAP1 inh: -0.5
  Casp6 inh: -3.8
  miR-122 sensor: -0.8
  ERp5 block: -0.7
  DENV2 CPE: 8.6

> CC(=O)Nc1ccc(NC(=O)CSc2nnc3ccc(-c4cccnc4)nn23)cc1
  F508del corr: -3.9
  SIRT5 block: 0.4
  ERAP1 inh: -1.2
  Casp6 inh: 5.6
  miR-122 sensor: nt
  ERp5 block: -7.7
  DENV2 CPE: 7.6

> NS(=O)(=O)c1ccc(NC(=O)COc2ccc(C(=O)c3ccc(F)cc3)cc2)cc1
  F508del corr: -3.5
  SIRT5 block: 6.3
  ERAP1 inh: 8.6
  Casp6 inh: -4.3
  miR-122 sensor: -17.8
  ERp5 block: 5.7
  DENV2 CPE: -1.0

Next section
F508del corr	SIRT5 block	Structure	ERAP1 inh	Casp6 inh	miR-122 sensor	ERp5 block	DENV2 CPE
-0.8	0.2	Cc1cc(C)nc(NC(=O)c2ccc(C)o2)n1	1.8	-0.8	-5.5	3.3	-8.0
-1.6	2.2	NC(=O)CC(NSc1ccccc1[N+](=O)[O-])C(=O)O (stereo not given)	4.2	-1.8	-3.9	-0.7	-5.1
-3.0	-6.2	CCCNC(=O)N1CCC2(CC1)CN(C(=O)COC)[C@H](CO)c1c2c2ccc(OC)cc2n1C	1.4	1.1	nt	2.2	-3.0
2.8	-5.2	O=S(=O)(Nc1n[nH]c(C(F)(F)F)n1)c1ccccc1	-1.3	-3.8	6.9	1.7	-1.9
0.6	2.8	CC(=O)c1cccc(N(C(=O)CNC(=O)c2ccco2)C(C(=O)NC2CCCC2)c2ccco2)c1 (stereo not given)	-1.1	4.1	-4.5	-2.9	2.8
-0.3	-4.3	Cc1ccc(OCCC(=O)OCC(=O)Nc2ccc3c(c2)OCO3)cc1	2.6	12.6	nt	-5.8	0.0
1.6	-1.5	Cc1ccc(C(=O)Oc2cccc(-n3cnnn3)c2)cc1	2.6	-0.6	nt	-3.6	-3.2
-0.6	5.0	COc1ccc2nc(C3CCCCC3)nc(C3CCCCC3)c2c1	10.0	-9.2	-2.5	1.9	-18.6
-2.5	nt	Cc1ccc(CNC(=O)c2cc3c(=O)n(C)c4ccccc4c3n2C)cc1	-1.7	-0.9	-5.9	-0.7	13.7

Rows are unselected, and some 4% of all compounds hit somewhere here.
